RBX1-CUL1 inh: inhibitors of human ROC1-CUL1 ubiquitin ligase activity; E3 ubiquitin-protein ligase RBX1 (Homo sapiens) + Cullin-1 (Homo sapiens), P62877+Q13616; in vitro K48 di-Ub FRET, acceptor:donor ratio, 45 min; inhibition, % at 10 µM; 140,000 tested, 0.6% active; AID 1347404, 2020; in the data active = inhibition above about 25%
Target sequence (P62877 whole entry, looked up): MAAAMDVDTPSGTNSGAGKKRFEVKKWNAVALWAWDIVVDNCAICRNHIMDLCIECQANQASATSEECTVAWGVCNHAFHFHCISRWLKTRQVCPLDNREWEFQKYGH
Target sequence (Q13616 whole entry, looked up): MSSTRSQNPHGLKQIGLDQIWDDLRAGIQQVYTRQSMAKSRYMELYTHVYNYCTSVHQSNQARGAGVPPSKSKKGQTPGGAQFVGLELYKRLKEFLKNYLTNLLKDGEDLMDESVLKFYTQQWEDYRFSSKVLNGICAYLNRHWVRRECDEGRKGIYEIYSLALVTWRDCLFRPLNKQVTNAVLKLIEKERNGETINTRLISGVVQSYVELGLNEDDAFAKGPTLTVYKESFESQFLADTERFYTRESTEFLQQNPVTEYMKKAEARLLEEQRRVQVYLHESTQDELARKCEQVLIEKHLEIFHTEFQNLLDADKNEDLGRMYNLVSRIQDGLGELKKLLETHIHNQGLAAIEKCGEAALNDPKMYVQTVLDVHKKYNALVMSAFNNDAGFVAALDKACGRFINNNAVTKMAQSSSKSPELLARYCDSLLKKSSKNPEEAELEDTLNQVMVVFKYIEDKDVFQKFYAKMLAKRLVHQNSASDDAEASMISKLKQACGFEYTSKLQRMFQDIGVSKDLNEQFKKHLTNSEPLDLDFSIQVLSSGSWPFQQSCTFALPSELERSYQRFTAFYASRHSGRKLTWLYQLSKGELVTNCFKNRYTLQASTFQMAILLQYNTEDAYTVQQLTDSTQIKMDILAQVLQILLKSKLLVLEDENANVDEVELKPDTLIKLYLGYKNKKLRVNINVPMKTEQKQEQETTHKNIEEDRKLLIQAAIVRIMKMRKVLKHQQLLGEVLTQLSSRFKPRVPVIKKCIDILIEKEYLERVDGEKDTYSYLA
The depositor's hits bear a star. Only part of the results is shown; the hit share may differ from the screen's.

SMILES | RBX1-CUL1 inh
Cc1sc2ncn(CC(=O)N3CCN(c4ccccc4)CC3)c(=O)c2c1S(=O)(=O)N1CCN(c2ncccn2)CC1 | 0
COC(=O)Cc1c(C)c2cc3c(c(C)c2oc1=O)OCN(CCc1ccccc1F)C3 | 0
COc1ccc(S(=O)(=O)NCC2CCCN(C(=O)CN3CCCC3)C2)cc1 (stereo not drawn) | 12
COCCN1C(=O)/C(=C\c2sccc2C)C(C(=O)OC)=C1C | 3
O=C1Oc2ccccc2C(=O)C1Sc1ccc(Cl)cc1 (stereo not drawn) | -1
COc1cc(CN2CCc3sccc3C2)ccc1OCC(O)CN1CCC(O)CC1 (stereo not drawn) | 2
COc1cccc(N2CCN(C(=O)c3cnc4c(-c5ccccc5)c(C)nn4c3C)CC2)c1 | 0
CC1=NN(CCc2ccccc2)c2nc3c(c(=O)n(C)c(=O)n3C)n2C1 | -2
COc1ccc(CNC(=O)CN=C2NC(=O)C(c3ccccc3)(c3ccccc3)N2)cc1 | -7
Cc1nc2c(-c3ccccc3)c(C)nn2c(C)c1CCC(=O)NC(C)c1ccccc1 (stereo not drawn) | -2
Cc1ccc(NC(=O)COc2c(Br)cc(Br)cc2Br)cc1C | 6
CCCCSc1nnc(NC(C)=O)s1 | -6
CCOc1ccc(NC(=O)c2sc3nc4n(c(=O)c3c2C)CCCC4)cc1 | 11
CCOC(=O)C1(Cc2ccccc2Cl)CCN(C2CCN(C(C)=O)CC2)CC1 | 2
CCOC(=O)CN(C(=O)CSc1nnc(-c2ccco2)n1CC)c1cccc(OC)c1 | -3
COc1cc(NC(=O)CSc2ccccc2)c(C(=O)O)cc1OC | 1
C=CCn1c(COc2ccc3ccccc3c2)nnc1SCC(=O)Nc1ccccc1C | -8
COc1ccc(CCN(C)C(=O)CN2Cc3ccccc3OC(c3ccccc3OC)C2)cc1OC (stereo not drawn) | -3
CS(=O)(=O)N1CCN(C(=O)c2cccc(Br)c2)CC1 | 5
Cc1c(CC(=O)NC2CC2)c2c(n1Cc1ccccc1)CCCC2=O | 2
CCC(=O)N1c2ccc(S(=O)(=O)CCC(=O)N3CCN(c4ccc(F)cc4)CC3)cc2CC1C (stereo not drawn) | -5
CCc1ccc(CNC(=O)C2Cc3cc(S(=O)(=O)N4CCCCCC4)ccc3N2C(C)=O)cc1 (stereo not drawn) | -3
COc1ccc(Nc2oc(-c3ccc(COc4ccccc4C)o3)nc2C#N)cc1 | -4
CSc1nsc(SCC(=O)N=C2C(=O)N(c3ccccc3)N(C)C2C)n1 (stereo not drawn) | 2
O=C(c1cccc(COc2ccc(Br)cc2)c1)N1CCc2ccccc21 | 2

Further structures follow.
SMILES | RBX1-CUL1 inh
CCN1C(=O)N=C(Cc2ccc(-c3ccc(C(=O)O)c(Cl)c3)o2)C1=O | 4
O=C(CS(=O)(=O)c1cccc2nsnc12)Nc1ccc(F)cc1 | -17
COC(=O)c1ccc2ncccc2c1 | -16
COc1cc(C(=O)N2CCN(CC3CC4C=CC3C4)CC2)cc(OC)c1OC (stereo not drawn) | -4
O=C(COC(=O)c1cc(-c2cccs2)nc2ccccc12)c1ccccc1 | -2
NC(=O)c1ccc(NC(=O)CSCc2ccccc2Br)cc1 | -8
CCc1csc(CNC(=O)c2ccc(NCC3CCCCN3C)nc2)n1 (stereo not drawn) | 1
COc1ccc(C2NC(=O)N=C3c4ccccc4CCC32)cc1 (stereo not drawn) | -5
Cc1ccc(C)c(NC(=O)c2sc3nc(-c4ccc5c(c4)OCO5)ccc3c2N)c1 | -13
CCc1cccc(C)c1NC(=O)COc1ccccc1C(=O)Nc1ccc(C#N)cc1 | -8
COCCCNc1nc2c(c(=O)n(Cc3ccc(F)cc3)c(=O)n2C)n1C | -5
CCN1C(=O)c2ccccc2S(=O)(=O)c2ccc(C(=O)NCc3ccccc3Cl)cc21 | -4
CCOc1ccc(NC(=O)c2cc3cc(C)ccc3n2C)cc1 | -4
CCOC1(OCC)C(c2ccccc2OC)C(C#N)(C#N)C1(OCC)OCC (stereo not drawn) | -4
O=C(NCCCc1nc2ccccc2n1Cc1cccc(Cl)c1)C1CCCCC1 | 7
O=C(O)CCn1cnc2onc(-c3cc(F)cc(F)c3)c2c1=O | -4
Cc1c(Cl)cccc1NC(=O)C(=O)NCCc1csc2nc(-c3ccccc3F)nn12 | 3
Cc1ocnc1C(=O)NCc1cccnc1N1CCc2ccccc2C1 | 4
CCOc1cc(-c2nnn(CC)n2)ccc1OC | 3
Cc1ccc(C)c(C(=O)COC(=O)c2ccc(C)c(Br)c2)c1 | 8
CC1CC(C)CN(CC(O)COc2ccc(F)cc2)C1 (stereo not drawn) | -1
OC(COC1CCCCC1)CN1CCN(c2ccccc2F)CC1 (stereo not drawn) | 1
Cc1ccc(C2C(C(=O)c3ccc4c(c3)OCCO4)C(=O)C(=O)N2CC2CCCO2)cc1 (stereo not drawn) | 2
COc1cccc(Cn2c(CNS(=O)(=O)c3ccc(C(C)(C)C)cc3)nc3cccnc32)c1 | -1
Cc1ccc(-c2[nH]nc3c2C(c2ccc(N(C)C)cc2)C(C#N)C(=N)O3)cc1 (stereo not drawn) | 2

Other results
SMILES | RBX1-CUL1 inh
COc1cc2nc(N(C)C)c(CNCc3cccc(Cl)c3)cc2c(OC)c1OC | 4
CC(C)(C)NC(=O)c1cccc(NC(=O)c2ccc3c(c2)C(=O)N(Cc2cccnc2)C3=O)c1 | 2
COc1ccc(C2c3c(n[nH]c3-c3ccc(Cl)cc3)OC(=N)C2C#N)cc1Br (stereo not drawn) | 0
C=CCn1c(CNc2ccccc2)nnc1SC(C)C(=O)N/N=C/c1ccc(N(CC)CC)cc1 (stereo not drawn) | -2
COc1ccc(C(=O)N=C(SCc2ccccc2)C(SCc2ccccc2)SCc2ccccc2)cc1 | -9
CCOC(=O)c1cccc(NC(=S)NC)c1 | 1
CN(C(=O)Cn1cccn1)C(Cc1ccccc1)C1CCN(C(=O)c2cccc(-n3cccn3)c2)CC1 (stereo not drawn) | -11
Fc1ccc(Cc2noc(-c3ccc(N4CCCCO4)nc3)n2)cc1 | -3
Cc1cc(C)c2c(CC(=O)Nc3c(C(=O)c4ccc(F)cc4)oc4ccccc34)coc2c1 | -6
CCN1CCC(NC(=O)C(C)Oc2ccc(F)cc2F)CC1 (stereo not drawn) | 2
COc1ccc(CCNC(=S)Nc2cccc(Cl)c2)cc1 | 1
COc1nc(Cl)cn(-c2ccc(C)cc2)c1=O | 3
CCCNC(=O)c1nn2c(c1Cl)NC(c1ccc(C)cc1)CC2C(F)(F)F (stereo not drawn) | -2
Cn1c2ccccc2c2cnn(CC(=O)N3CCN(c4cccc(C(F)(F)F)c4)CC3)c(=O)c21 | 2
CCCC(=O)Nc1ccc(N2CCOCC2)cc1 | 9
O=C(O)CNc1ccc2c3c(cccc13)CC2 | 7
COc1ccc(-c2noc(-c3ccc(NC(C)c4ccccc4)c([N+](=O)[O-])c3)n2)cc1OC (stereo not drawn) | 0
COCC(C)Nc1ccc(-c2nc(Cc3ccc(F)cc3)no2)cn1 (stereo not drawn) | 5
COCCN(CC1CCN(Cc2ccccc2OC)CC1)C(=O)C1CCC1 | -11
O=C(Cn1cc(NC(=O)CCOc2ccccc2)cn1)NCCCn1ncc2ccccc21 | -2
O=C1CCC([N+](=O)[O-])C(c2ccc(-c3ccccc3)cc2)N1 (stereo not drawn) | 3
CCCNC(=O)c1nnn(-c2ccc(Cl)cc2)c1C | 3
O=C(c1cc(-c2ccc(Cl)cc2)on1)N(Cc1ccc(F)cc1)Cc1ccco1 | -6
Cc1ccc(C)c(N2CCN(C(=O)C3CCN(C(=O)c4cc5sccc5n4C)CC3)CC2)c1 | 3
CCOC(=O)C1=C2c3ccc4ccccc4c3CC(C)(C)N2C(=O)C1=O | 1

Remaining list, next part
SMILES | RBX1-CUL1 inh
COc1cc(NC(=O)CCn2cnc3ccccc3c2=O)cc(OC)c1 | 0
Cc1ccc2c(=O)c(C(=O)c3ccccc3)cn(CC(=O)Nc3ccccc3C)c2n1 | 9
CC1(C)Cc2c(sc3nc4n(c(=O)c23)CC(=O)N4N)CO1 | 4
CCc1ccc(CN2CCc3c(C(=O)NCc4ccccc4OC)c(OC)cc(=O)n3CC2)o1 | -2
COc1ccc(C2C(C(=O)c3ccc(C)o3)C(=O)C(=O)N2Cc2ccco2)cc1OC (stereo not drawn) | 6
COC(=O)c1ccc(C(=O)OC)c(NC(=O)CSc2nc(-c3ccco3)cc(C(F)(F)F)n2)c1 | 4
O=C(CCn1c(=O)c2cccn2c2ccc(F)cc21)NCCc1ccccc1 | 0
Cc1cccc2cc(CN(C(=O)c3cccc(Cl)c3)c3ccccc3)c(=O)[nH]c12 | -15
CC(C)C(=O)Nc1ccc2c(c1)nc(CN1CCN(C)CC1)n2C | 4
COc1ccc(C(=O)NC2C3CC4CC(C3)CC2C4)cc1Br (stereo not drawn) | -8
Cc1ccccc1NC(=O)c1c(NC(=O)c2ccccc2)sc2c1CCC2 | 8
CCc1ccc(S(=O)(=O)Nc2cccc(-c3ccc(OC)nn3)c2)s1 | -7
C=CCn1c(SC/C=C/c2ccccc2)nc2ccccc2c1=O | -3
COc1ccc(O)c(C=Nc2c[nH]c(=O)[nH]c2=O)c1 | -14
CCOCc1nn2c(-c3ccc(C)cc3)nnc2s1 | -2
O=C(c1ccccc1)C1CCc2oc3ccc(O)cc3c2C1=O (stereo not drawn) | 1
CC(C)(C)OC(=O)NC1CONC1=O (stereo not drawn) | 1
CCCCc1ncc(CN2CC[C@@H](N3CCN(C)CC3)[C@H](O)C2)[nH]1 | -9
O=C(Nc1ccc(Cl)cc1)N(C(=O)OCC1OCCO1)c1ccc(Cl)cc1 | 7
CCCSc1ccccc1NC(=O)c1sc2nc(-c3ccncc3)ccc2c1N | 4
CCN(CC)c1nc(N/N=C/c2cn[nH]c2-c2ccccc2)nc(Nc2cc(Cl)ccc2OC)n1 | 2
C=C(C)CN1C(=O)C(C=Nc2ccc(C(C)=O)cc2)C(=O)N(C)C1=S (stereo not drawn) | 3
Clc1ncc(Br)cn1 | -11
CSc1ccc(CCNC(=O)c2ccc(CS(=O)(=O)c3ccc(Br)cc3)o2)cc1 | 6
Cc1ccc(-n2nc(CO)c(C(=O)NCCC(C)C)n2)cc1C | -5

Continued.
SMILES | RBX1-CUL1 inh
O=C1NN(c2cc(Cl)cc(Cl)c2)C(=O)/C1=C\c1ccc(F)cc1 | 85*
Cc1ccccc1NS(=O)(=O)c1ccc2c(c1)C(=O)C(C(=O)NC(C)c1ccccc1)C=N2 (stereo not drawn) | -3
COC(=O)c1ccc(CS(=O)(=O)c2ccc(C(C)C)cc2)cc1 | 7
COC(=O)c1cc(S(=O)(=O)N2CCN(c3cccc(C)c3)C(C)C2)cn1C (stereo not drawn) | 1
c1cc(-c2nn3c(C4CCCCC4)nnc3s2)ccn1 | -2
CCS(=O)(=O)N1CCCC(C(=O)O)C1 (stereo not drawn) | -3
Cc1occc1C(=O)N(C)C(Cc1ccccc1F)C1CCN(C(=O)c2cc3ccccc3o2)CC1 (stereo not drawn) | 7
CC(=O)c1ccc(NC(=O)CN(C(C)=O)c2ccccc2)cc1 | 1
CCCn1c(=O)c2sccc2n2c(CCCC(=O)N3CCN(c4ccccc4OC)CC3)nnc12 | -3
COc1ccc(OC)c(C2C(C(=O)OC(C)C)=C(C)N=c3s/c(=C\c4ccc(O)cc4)c(=O)n32)c1 (stereo not drawn) | 3
CCOc1cc(C2C3CC(C(C)(C)C)CC=C3C(C#N)C(=N)C2(C#N)C#N)c(Br)cc1OCC#N (stereo not drawn) | 7
COc1ccc(C2CC(=O)Nc3cc4c(cc32)OCO4)cc1O (stereo not drawn) | 9
Cc1cccc(OCc2ccc(-c3nc(C#N)c(N4CCN(c5ccccc5)CC4)o3)o2)c1 | 2
N#CC(C#N)=C/C=C(/Cl)c1ccccc1 | 11
Cc1ccc(C(=O)COC(=O)c2ccncc2)cc1C | 8
CCc1ccc(S(=O)(=O)c2nnn3c2nc(Nc2cc(OC)ccc2OC)c2sccc23)cc1 | -9

Exported tab-delimited: part of the list above
Structure	RBX1-CUL1 inh
COc1ccc(-c2noc(-c3ccc(NC(C)c4ccccc4)c([N+](=O)[O-])c3)n2)cc1OC (stereo not drawn)	0
COc1ccc(CCN(C)C(=O)CN2Cc3ccccc3OC(c3ccccc3OC)C2)cc1OC (stereo not drawn)	-3

In the list so far, 19 contain fluorine:
SMILES | RBX1-CUL1 inh
COC(=O)Cc1c(C)c2cc3c(c(C)c2oc1=O)OCN(CCc1ccccc1F)C3 | 0
CCC(=O)N1c2ccc(S(=O)(=O)CCC(=O)N3CCN(c4ccc(F)cc4)CC3)cc2CC1C (stereo not drawn) | -5
O=C(CS(=O)(=O)c1cccc2nsnc12)Nc1ccc(F)cc1 | -17
COCCCNc1nc2c(c(=O)n(Cc3ccc(F)cc3)c(=O)n2C)n1C | -5
O=C(O)CCn1cnc2onc(-c3cc(F)cc(F)c3)c2c1=O | -4
Cc1c(Cl)cccc1NC(=O)C(=O)NCCc1csc2nc(-c3ccccc3F)nn12 | 3
CC1CC(C)CN(CC(O)COc2ccc(F)cc2)C1 (stereo not drawn) | -1
OC(COC1CCCCC1)CN1CCN(c2ccccc2F)CC1 (stereo not drawn) | 1
Fc1ccc(Cc2noc(-c3ccc(N4CCCCO4)nc3)n2)cc1 | -3
Cc1cc(C)c2c(CC(=O)Nc3c(C(=O)c4ccc(F)cc4)oc4ccccc34)coc2c1 | -6
CCN1CCC(NC(=O)C(C)Oc2ccc(F)cc2F)CC1 (stereo not drawn) | 2
CCCNC(=O)c1nn2c(c1Cl)NC(c1ccc(C)cc1)CC2C(F)(F)F (stereo not drawn) | -2
Cn1c2ccccc2c2cnn(CC(=O)N3CCN(c4cccc(C(F)(F)F)c4)CC3)c(=O)c21 | 2
COCC(C)Nc1ccc(-c2nc(Cc3ccc(F)cc3)no2)cn1 (stereo not drawn) | 5
O=C(c1cc(-c2ccc(Cl)cc2)on1)N(Cc1ccc(F)cc1)Cc1ccco1 | -6
COC(=O)c1ccc(C(=O)OC)c(NC(=O)CSc2nc(-c3ccco3)cc(C(F)(F)F)n2)c1 | 4
O=C(CCn1c(=O)c2cccn2c2ccc(F)cc21)NCCc1ccccc1 | 0
O=C1NN(c2cc(Cl)cc(Cl)c2)C(=O)/C1=C\c1ccc(F)cc1 | 85*
Cc1occc1C(=O)N(C)C(Cc1ccccc1F)C1CCN(C(=O)c2cc3ccccc3o2)CC1 (stereo not drawn) | 7
